NOD1 inhibition = NOD1 signaling inhibitors, primary screen, cell-based, luminescence, uHTS (AID 1578); actives 1% (n = 290,000); NOD1-driven NF-kB luciferase reporter cells, luminescence; higher % means a stronger effect; inhibition, % at 4 µM, or EC50 in µM where a hit was titrated; in the data active = inhibition mostly above about 36%, no sharp cut-off; inactive = mostly below about 34%;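 also: HEK-293T reporter cells stimulated with the NOD1 agonist gamma-tri-DAP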
GPR55 activation = selective activators of receptor GPR55 – imaging, U2OS cells, beta-arrestin-GFP redistribution, primary screen (AID 1961) | U2OS GPR55 beta-arrestin-GFP redistribution imaging; higher % means a stronger effect | activation, % at 10 µM, or EC50 in µM where a hit was titrated | actives 0.048% (n = 290,000);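 active = activation above 40% with more than 50 cells counted in the well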;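 also: U2OS osteosarcoma cells stably expressing GPR55 and beta-arrestin-GFP; plate controls were DMSO negative control for no effect and LPI positive control for full effect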
GPR35 antagonists = inhibition of zaprinast-stimulated GPR35 beta-arrestin translocation – imaging, U2OS, beta-arrestin-GFP, zaprinast agonist, primary screen (AID 2058). actives 0.052% (n = 290,000). inhibition, % at 10 µM; hits with a dose series show IC50 in µM. U2OS GPR35 beta-arrestin-GFP translocation imaging, zaprinast antagonism; higher % means a stronger effect;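 active = inhibition of at least 50% with at least 30 cells and total cytoplasm GFP at most 10,000,000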
Myeloid diff MLP = compounds promoting myeloid differentiation | ER-HoxA9 myeloid progenitors, lysozyme-GFP differentiation, flow cytometry | calls only at 10 µM | actives 1% (n = 360,000) | AID 624256;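 active = normalized GFP-positive differentiation at or above the plate's own cutoff, the solvent-only control mean plus 3 SD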;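 also: cells exposed to compound for four days before flow analysis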
GPR55 antagonists = GPR55 antagonists blocking LPI-driven arrestin recruitment, primary screen, imaging, U2OS, beta-arrestin-GFP, LPI agonist (AID 2013). U2OS GPR55 beta-arrestin-GFP translocation imaging, LPI antagonism; higher % means a stronger effect. one-dose inhibition, % at 10 µM; IC50 in µM for titrated hits. actives 0.13% (n = 290,000);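 active = spots per cell inhibited over 60%, with over 100 cells counted and total cytoplasm intensity under 500,000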;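 also: U2OS cells stably carrying GPR55 and arrestin-GFP stimulated by 5 µM LPI near EC80; imaged beta-arrestin-GFP aggregate spots per cell after agonist stimulation; plate controls were LPI-stimulated DMSO wells for no effect and DMSO wells without LPI for full effect; some results filed as inactive read as strong as hits; confirmed hits need IC50 under 10 µM and bright autofluorescent wells are also inconclusive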
HIV fusion peptide = cell-free HIV fusion peptide-binding blockers – biochemical, uHTS, fluorescence dequenching, primary screen (AID 1986); cell-free peptide binding, fluorescence dequenching, 30 min; higher % means a stronger effect; inhibition, % at 20 µM, or IC50 in µM where a hit was titrated; actives 0.3% (n = 290,000); in the data active = inhibition mostly above about 52%, no sharp cut-off; inactive = mostly below about 76%; also: some results filed as inactive read as strong as hits
HEK293 NOD2/NF-kB = inhibition of NOD2-driven NF-kB reporter – cell-based, luminescence, uHTS, HEK293 (AID 1566); HEK293 NOD2/NF-kB luciferase reporter, luminescence; higher % means a stronger effect; one-dose inhibition, % at 4 µM; EC50 in µM for titrated hits; actives 0.63% (n = 290,000); also: many of its hits are not listed in these tables
KOR beta-arrestin-1 = KOR agonists, beta-arrestin recruitment, primary screen, cell-based, luminescence, uHTS (AID 1777); KOR beta-arrestin recruitment, luminescence; higher % means a stronger effect; one-dose activation, % at 10 µM; EC50 in µM for titrated hits; actives 0.02% (n = 280,000); in the data active = activation above about 50%, passing the limit was not always enough; also: a part of the inactive calls stands beside numbers as strong as those of hits
KOR beta-arrestin-2 = kappa opioid receptor blockers – cell-based, luminescence, uHTS (AID 1778). KOR beta-arrestin recruitment, luminescence, antagonist mode; higher % means a stronger effect. inhibition, % at 10 µM; hits with a dose series show IC50 in µM. actives 0.091% (n = 290,000); also: strong numbers were not always called active
Myeloid diff MLP GFP+ MAC1+ % = second read-out of Myeloid diff MLP, no call of its own (marks repeat the call); GFP+ MAC1+ double positive, %; measured here: differentiation confirmed by MAC1 staining
Numbers without * were called inactive; i = inactive; . = not tested or not shown; [ ] = another dose, or the depositor's remark. Rule as the data show it, unless noted: active = inhibition above about 50%; inactive = the rest.

SMILES	NOD1 inhibition	GPR55 activation	GPR35 antagonists	Myeloid diff MLP	Myeloid diff MLP GFP+ MAC1+ %	GPR55 antagonists	HIV fusion peptide	HEK293 NOD2/NF-kB	KOR beta-arrestin-1	KOR beta-arrestin-2
Cc1ccc(NC(=O)C2CCN(S(=O)(=O)c3cccnc3)CC2)cc1C	11%	0.2%	-2%	i	3.8	4%	2.1%	13%	-4.1%	-26%
CC(C(=O)NC1CCCc2ccccc21)N1CCN(Cc2ccc3c(c2)OCO3)CC1 (stereo unspecified)	-6%	0.4%	-5%	i	0.7	0%	-0.9%	-37%	-4.9%	10%
O=c1[nH]nc(CNc2ccc(Cl)cc2Cl)c2ccccc12	-16%	-0.2%	-19%	i	0.2	-7%	-0.8%	-24%	4.8%	-79%
COc1ccc(-n2c(SCC(N)=O)nnc2-c2ccco2)cc1	3%	-0.1%	2%	i	0.6	13%	3.2%	2%	0.8%	8%
Cc1cc(F)ccc1S(=O)(=O)NCC(c1cccnc1)N1CCc2ccccc21 (stereo unspecified)	-19%	-0.1%	44%	i	1.8	-6%	0.4%	-4%	2.0%	-55%
O=C1CN(c2ccccc2)C(=O)N1	-9%	-0.6%	-1%	i	1.6	-6%	-0.4%	-1%	1.0%	22%
O=C(C/C=N\OCc1ccc([N+](=O)[O-])cc1)Nc1ccc(Cl)cc1	-31%	-0.5%	0%	i	0.3	6%	-0.7%	-13%	0.0%	-17%
N#C/C(=C\c1ccc(-c2cccc(C(F)(F)F)c2)o1)C(=O)Nn1cnnc1	-23%	-0.3%	-10%	i	1.4	-10%	50%	-10%	-1.1%	28%
O=C(COC(=O)c1cccc(S(=O)(=O)N2CCc3ccccc32)c1)NC1CCS(=O)(=O)C1 (stereo unspecified)	-9%	-0.1%	15%	i	0.5	15%	-0.2%	-9%	4.1%	-4%
COc1ccc(NC(=O)Nn2cnnc2)cc1OC	-38%	0.2%	1%	i	1.3	4%	0.8%	-15%	2.5%	-34%
CC(=O)N(c1ccc2oc(=O)sc2c1)S(=O)(=O)c1ccc(C(=O)O)cc1	-87%	-0.2%	4%	i	0.3	17%	15%	1%	-2.2%	0%
CC1Oc2ccccc2N(CC(=O)N2CCCC2)C1=O (stereo unspecified)	9%	-0.2%	24%	i	0.4	4%	-1.9%	5%	1.7%	12%
O=C(NC1CCN(S(=O)(=O)c2cccc(Cl)c2)CC1)C1CCCCC1	9%	0.2%	3%	i	0.8	7%	-2.3%	-18%	-2.0%	-31%
COc1cccc(N(CC(=O)Nc2ccc3c(c2)OCO3)S(=O)(=O)c2ccccc2)c1	8%	-0.2%	1%	i	1.2	-4%	-1.6%	-15%	2.1%	25%
Cc1cc(C)c(C2=NOC3C4CCC(C4)C23)c(C)c1 (stereo unspecified)	5%	0.0%	-6%	i	0.5	3%	-3.6%	7%	2.6%	13%
CCOC(=O)c1cc(-c2ccc(Cl)cc2)nc2onc(C)c12	-12%	0.1%	-6%	.	.	6%	-1.4%	5%	0.6%	-69%
CC(=O)c1ccc(N2CCN(C(=O)c3ccc(Cn4c(=S)[nH]c5ccc(N6CCOCC6)cc5c4=O)cc3)CC2)cc1	-53%	-0.6%	-9%	i	0.4	5%	-1.6%	-20%	-1.8%	-11%
COc1ccc(CCNC(=O)c2ccc(Br)cc2)cc1	2%	0.0%	8%	i	0.6	11%	1.0%	4%	2.2%	-12%
CCC(C)NCCCOc1ccc(C)cc1OC (stereo unspecified)	-4%	-0.1%	-9%	i	0.2	-4%	2.4%	10%	-2.8%	-4%[20 µM]
CCCOc1ccc(N2C(=O)CC(N3CCN(S(=O)(=O)c4ccccc4)CC3)C2=O)cc1 (stereo unspecified)	-31%	0.0%	-1%	i	2.5	-1%	1.5%	-3%	1.8%	-47%
CO[C@H]1C[C@@H]2CC[C@@H](C)[C@@](O)(O2)C(=O)C(=O)N2CCCC[C@H]2C(=O)O[C@H]([C@H](C)C[C@@H]2CC[C@@H](O)[C@H](OC)C2)CC(=O)[C@H](C)C=C(C)[C@@H](O)[C@@H](OC)C(=O)[C@H](C)C[C@H](C)C=CC=CC=C1C	-8%	0.4%	-2%	.	.	2%	3.2%	-26%	-1.6%	8%
CCCc1ccccc1OCCNC(=O)c1cc(=O)n(C)c(=O)n1C	-17%	0.1%	-8%	i	0.0	-3%	0.4%	13%	-3.3%	-12%
CCNc1nnc(-c2ccccc2OC)s1	9%	-0.3%	8%	.	.	4%	1.8%	-7%	10%	18%
O=C(NCCCN1CCCC1)c1ccc(CS(=O)(=O)c2ccc(Cl)cc2)o1	-8%	-0.1%	3%	i	3.1	5%	0.1%	17%	-1.7%	2%
CCOC(=O)C(C)Oc1ccc(C2NC(=O)NC(C)=C2C(=O)Nc2ccccc2C)cc1 (stereo unspecified)	-7%	-0.1%	6%	i	7.5	-10%	-2.8%	5%	-3.4%	24%
CC1(C)NC(=O)N(CC(=O)OCC(=O)Nc2cccc(F)c2)C1=O	-2%	0.0%	-13%	i	2.4	4%	-2.1%	16%	0.5%	-16%
COc1ccc(-c2cc3ncc(-c4ccccc4)c(N)n3n2)cc1	-43%	0.1%	3%	i	0.7	-4%	-0.2%	-231%	0.6%	-15%
CC1CN(c2nc3ccccn3c(=O)c2/C=C(\C#N)S(=O)(=O)c2ccccc2)CC(C)O1 (stereo unspecified)	-9%	-0.2%	-4%	i	0.6	12%	0.0%	4%	0.1%	4%
CCCCn1c(-c2ccc(Br)cc2F)nc2c1c(=O)[nH]c(=O)n2CC(C)C	1%	-0.2%	-4%	i	0.3	3%	-2.1%	28%	6.2%	-18%
O=S1(=O)CC/C(=N/Nc2ccc(C(F)(F)F)cn2)c2cc(F)ccc21	-33%	0.2%	-15%	i	0.0	-19%	-0.9%	0%	-2.0%	11%
COc1ccc(OC)c(N(CC(=O)N2CCCC2)S(C)(=O)=O)c1	-23%	0.1%	-2%	i	0.4	4%	0.4%	13%	-2.7%	-12%[20 µM]
CCCc1cc(=O)oc2cc(C)cc(O)c12	12%	-0.1%	8%	i	1.3	-10%	17%	15%	-0.7%	-9%
CC(CN1CCCCC1)OC(=O)Cc1ccc(Cl)cc1 (stereo unspecified)	-22%	-0.4%	-2%	i	0.8	14%	-1.7%	2%	4.6%	-6%
COc1ccc(CCC(C)NC2C3CC4CC(C3)CC2C4)cc1 (stereo unspecified)	-27%	0.0%	6%	i	8.1	.	-0.7%	17%	1.1%	13%
O=c1oc2ccccc2c(O)c1/C=C1\C=Nc2ccccc21	35%	1.4%	-8%	i	3.6	23%	25%	-2%	0.7%	-18%
CC1CCN(S(=O)(=O)c2cccc(S(=O)(=O)N3CCCC3)c2)CC1	-16%	1.2%	5%	i	0.1	4%	-0.4%	23%	-1.4%	12%
NS(=O)(=O)c1ccc(F)c(C(=O)O)c1	-10%	0.5%	10%	i	0.9	11%	-0.1%	-3%	8.7%	-8%
CC(C)OP(=O)(c1ccc(N(C)C)cc1)C(O)c1ccncc1 (stereo unspecified)	-20%	-0.1%	6%	i	0.9	7%	0.7%	-28%	-0.4%	10%
COc1ccc(N(CC(=O)Nc2ccccc2C(F)(F)F)C2=NC3CS(=O)(=O)CC3S2)cc1 (stereo unspecified)	22%	0.4%	2%	i	3.0	-4%	1.5%	14%	2.8%	-10%[20 µM]
CC(C)(C)NC(=O)/C(=C/c1ccco1)c1ccccc1	-20%	-0.1%	0%	i	0.7	3%	2.2%	10%	11%	2%
COc1cccc(CN(C)C(=O)/C=C/c2ccc(S(=O)(=O)N3CCCCCC3)cc2)c1	1%	-0.1%	-4%	i	0.0	-9%	-0.3%	-4%	1.3%	8%
O=C(O)Cn1cc(/C=N/Nc2ccc([N+](=O)[O-])cn2)c2ccccc21	-10%	0.0%	-7%	i	0.8	-4%	4.3%	6%	-4.0%	-15%
COc1ccc(-c2nn(-c3ccccc3)cc2/C=C/C(=O)O)cc1[N+](=O)[O-]	-3%	-0.3%	4%	i	0.5	-8%	6.4%	-2%	0.6%	14%
CC1(C)Oc2ccc(C(=O)NN)cc2NC1=O	-9%	-0.4%	1%	i	0.2	8%	-0.9%	-18%	-2.7%	8%

Screening results deposited in PubChem by several laboratories.

Only part of the results is shown; rates above refer to the full screens.
